Cardio protect: cardioprotection against H2O2-induced cell death, primary screen, uHTS, H9c2 cells, ATPLite luminescence | H9c2 cardiomyocytes, H2O2 injury protection, 2 h | protection from H2O2 cell death, % at 20 µM | 360,000 compounds, 0.63% hits;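 active means compounds giving at least 50% protection of heart cells from peroxide-induced death in the single-dose screen, raw or plate-pattern-corrected value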;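 further: 0% = DMSO wells with peroxide and 100% = DMSO wells without peroxide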
Peg3 promoter: Peg3 promoter-driven luciferase inhibitors, primary screen, cell-based, HeLa, luciferase luminescence | inhibition, % at 20 µM | AID 588405, 2011 | HeLa PEG-Prom luciferase reporter, overnight | 360,000 compounds, 1.7% hits;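 active means inhibition of at least 50% at 20 µM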
HTR2A ag: mouse Htr2a agonists via beta-arrestin recruitment, primary screen, cell-based, luminescence; activation, % at 7.6 µM; CHO-K1 mHTR2A beta-arrestin complementation; percent of 30 µM serotonin response; 5-hydroxytryptamine receptor 2A (Mus musculus), P35363; 360,000 compounds, 0.66% hits;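 active means activation above a run cutoff, the mean activation of all tested compounds plus 3 SD, cut at about 14% in these data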;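 further: 0% = plate median of compound wells and 100% = 30 µM serotonin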
Target sequence (P35363 whole entry, looked up): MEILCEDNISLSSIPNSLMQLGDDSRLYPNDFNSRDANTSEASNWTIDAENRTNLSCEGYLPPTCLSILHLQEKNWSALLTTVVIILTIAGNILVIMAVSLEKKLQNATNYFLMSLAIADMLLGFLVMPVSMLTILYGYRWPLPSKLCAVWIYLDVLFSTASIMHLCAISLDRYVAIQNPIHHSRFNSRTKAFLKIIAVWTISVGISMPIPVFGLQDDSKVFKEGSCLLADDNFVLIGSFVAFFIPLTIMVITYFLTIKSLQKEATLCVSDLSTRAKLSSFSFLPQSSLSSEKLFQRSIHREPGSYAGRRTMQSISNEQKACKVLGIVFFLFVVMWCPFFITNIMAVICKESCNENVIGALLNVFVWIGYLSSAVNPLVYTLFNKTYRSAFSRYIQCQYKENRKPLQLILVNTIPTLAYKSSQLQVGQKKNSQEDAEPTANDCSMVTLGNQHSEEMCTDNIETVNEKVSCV
iPSC survival up: enhancers of single-cell hiPSC survival, primary screen, ATPlite luminescence; 100% = ROCK inhibitor wells, 0% = DMSO; survival enhancement, % at 20 µM; 360,000 compounds, 0.044% hits; AID 602274, 2012; in the data active means survival enhancement above about 18%;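 further: cells exposed to compounds for 16 hours before the ATP read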
HIF-2a block: HIF-2a reporter inhibitors, primary screen, luminescence, 786-0 RCC cells; 786-0 RCC cells HIF-2a reporter, luciferase luminescence, overnight; 360,000 compounds, 0.72% hits; inhibition, % at 18.8 µM;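 active means inhibition of the luminescence signal of 40% or more relative to plate controls, in a single-dose primary screen at 18.75 µM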
CaV13 ICDI inh: Primary screen for inhibitors of IQ motif and Ca2+-dependent inactivation inhibitor domain binding in CACNA1D, Förster resonance energy transfer in living cells, …. HEK cells, CFP/YFP FRET ICDI-IQ, plate reader, 10 min; percent FRET-ratio fall versus neutral wells. inhibition, % at 12.3 µM. 340,000 compounds, 0.098% hits. AID 743397;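 active means mean replicate inhibition of at least 30% and at least 1% of replicates passing that level; inconclusive means only one of the two criteria is met; inactive means neither criterion is met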;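 further: 0% = median of the neutral control wells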
Shn3 inh set2: reduction of Shn3 3'UTR firefly luciferase signal, primary screen, Schnurri-3 inhibitor project, cell-based, Clone20 osteoblasts, set 2. Clone20 osteoblast Shn3 3'UTR firefly luciferase, 24 h. inhibition, % at 12.5 µM. 360,000 compounds, 0.52% hits;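 active means mean inhibition of at least 75% with every replicate also reaching 75%; inconclusive means mean inhibition at least 75% but some replicate below; inactive means mean inhibition below 75%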;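 further: 0% = median of neutral control wells and 100% = pilot-screen positive control compound; some compounds past the cut are filed as inactive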
NR2E3 ag-1: inhibitors of NR2E3-RetCOR corepressor binding, primary screen, NR2E3 agonist project, biochemical, TR-FRET, GST-NR2E3, biotin-RetCOR; 1536-well; inhibition of corepressor binding, % at 4.78 µM; 320,000 compounds, 0.12% hits; AID 2300, 2010;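 active means percent inhibition above the cutoff of mean plus 3 SD of all tested compounds, set per screening campaign, cut at about 20% in these data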;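 further: 0% = DMSO wells and 100% = biotin wells as full block of FRET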
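Material: NR2E3–RetCOR corepressor complex | Quantity: 1.35 nM GST-tagged NR2E3 final | Schedule: 5 h at 4 °C | Replication: Singlicate compound wells | Reagent: RetCOR corepressor, biotinylated, 7 nM | Controls: Biotin wells as high control, 0.6% DMSO wells as low control | Signal: TR-FRET, Eu(K)-anti-GST donor, streptavidin-D2 acceptor, ex 340, em 617/671 nm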
NR2E3 ag-2: NR2E3 agonists in two-hybrid cells, primary screen, cell-based, luminescence, CHO-S, Gal4-NCOR/VP16-NR2E3. luciferase. inhibition of corepressor binding, % at 3.98 µM. 360,000 compounds, 0.35% hits. AID 602229, 2012;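 active means inhibition above the mean of all tested compounds plus 3 SD, cut at about 70% in these data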;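 further: 0% = DMSO with NR2E3 transfected cells and 100% = cells lacking NR2E3 construct; higher means lower luciferase signal from less NR2E3 corepressor binding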
TRPM1 prom inh: inhibitors of MITF-dependent TRPM1 promoter reporter, primary screen, cell-based, SK-MEL-5, single point, luciferase; SK-MEL-5 TRPM1 promoter luciferase, 24 h; inhibition, % at 12.5 µM; 330,000 compounds, 0.83% hits; AID 488899, 2010;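 active means mean inhibition across replicates of 60% or more, whatever share of single replicates reaches that level; inconclusive means some that reach 60%, reason not given; inactive means mean inhibition across replicates below 60%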; further: values of inactives mirror those of a sister screen read the other way
PDI turbidity: inhibitors of human PDI, primary screen, biochemical, turbidity, single point, plate reader; Protein disulfide-isomerase (Homo sapiens), P07237; PDI insulin aggregation turbidity, A650, 90 min; inhibition, % at 10 µM; 350,000 compounds, 0.052% hits;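 active means mean inhibition across replicates of 30% or more, whatever share of single replicates reach that level; inconclusive means mean inhibition below 30% while every single replicate reaches 30%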;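 further: absorbance from insulin aggregation driven by PDI reduction with DTT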
Target sequence (P07237 whole entry, looked up): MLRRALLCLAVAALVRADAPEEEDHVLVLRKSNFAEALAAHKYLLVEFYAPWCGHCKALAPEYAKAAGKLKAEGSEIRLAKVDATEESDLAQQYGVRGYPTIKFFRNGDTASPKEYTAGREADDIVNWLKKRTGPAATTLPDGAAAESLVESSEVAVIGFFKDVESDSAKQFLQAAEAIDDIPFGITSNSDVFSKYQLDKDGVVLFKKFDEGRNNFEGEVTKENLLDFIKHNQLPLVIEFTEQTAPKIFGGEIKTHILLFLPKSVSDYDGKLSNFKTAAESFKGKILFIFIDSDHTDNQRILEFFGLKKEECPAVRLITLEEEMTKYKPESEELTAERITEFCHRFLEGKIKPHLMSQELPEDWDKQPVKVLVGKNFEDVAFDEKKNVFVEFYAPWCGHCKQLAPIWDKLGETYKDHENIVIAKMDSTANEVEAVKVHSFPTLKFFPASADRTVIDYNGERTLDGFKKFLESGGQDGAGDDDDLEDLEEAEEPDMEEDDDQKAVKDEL
Numbers without * were called inactive; ? = inconclusive; nt = not tested or not shown.

SMILES	Cardio protect	Peg3 promoter	HTR2A ag	iPSC survival up	HIF-2a block	CaV13 ICDI inh	Shn3 inh set2	NR2E3 ag-1	NR2E3 ag-2	TRPM1 prom inh	PDI turbidity
COc1cc(OC)cc(C(=O)NC2CCCN(Cc3ccc(Cl)cc3)C2)c1 (stereo unspecified)	-1	11	-4	0.1	1	-5	19	3	12	16	1
O=C(NC1CC2CCCC(C1)N2Cc1ccco1)NC12CC3CC(CC(C3)C1)C2 (stereo unspecified)	0	-4	-1	-4.2	17	-4	1	0	-15	-15	0
CCC(C)c1ccccc1N1CC(C(=O)Nc2ccccc2N2CCCC2)CC1=O (stereo unspecified)	-2	7	-3	-0.6	9	nt	3	-2	8	0	6
O=C(CN1CCN(c2ncccn2)CC1)N1CCCC1	4	15	0	-1.6	13	1	-1	2	-2	-8	8
Cc1nc2nc(C)c(NS(=O)(=O)c3ccc(Cl)cc3)c(=O)n2[nH]1	1	5	-1	3.0	2	-3	-3	5	8	-7	-2
CN(CC(=O)NCc1cccs1)S(=O)(=O)c1cccc2nsnc12	25	1	-1	3.1	17	-8	13	2	-10	-3	2
Cc1ccc(C(=O)Cn2nnc3ccccc32)cc1	-10	-274	-1	0.2	-236	-6	-69	-5	-75	-63	3
NC(=S)N/N=C1\c2ccccc2-c2c(C(=O)O)cccc21	7	7	-2	0.3	7	-2	-1	4	-17	-12	1
COc1ccc(CNC(=O)Cn2nc(C(F)(F)F)c3c2CCC3)cc1	-5	-175	1	4.7	4	-5	3	2	5	-5	-8
CN(C)CC(C)(C)CNS(=O)(=O)c1ccc(Cl)s1	1	4	-1	2.5	9	-4	2	2	3	2	-3
CCSc1ncnc2c(C#N)c3n(c12)CCCCC3	3	13	-4	0.0	17	-5	8	4	-9	3	0
COc1ccccc1N1CCN(CC(O)COc2ccc3c(c2)CCC3)CC1 (stereo unspecified)	-5	13	-7	-2.1	26	nt	-13	1	-11	11	-5
Cc1ccccc1-c1ccccc1CN1[C@@H](C(C)C)COCCS1(=O)=O	-8	16	-2	-0.9	7	-4	11	nt	4	-3	-2
CC(C)C(=O)NNc1ccccc1	8	6	2	2.1	10	-1	-17	0	-14	2	3
COc1ccc(-n2nc(C(=O)NCC(=O)N3CCOCC3)c3ccccc3c2=O)cc1Cl	4	-8	6	-0.6	-7	-7	-7	0	-24	0	3
COc1cc(NS(=O)(=O)c2ccc(NC(=O)COc3ccc(C)cc3)cc2)nc(OC)n1	-2	4	-2	-0.7	8	-5	2	7	-1	0	5
COC(=O)C1=C(C)NC(=O)CC1c1cccc(OC)c1OC (stereo unspecified)	2	13	0	-1.6	9	-8	-4	-2	-3	2	0
CCOC(=O)C1=C(CS(=O)(=O)c2ccc(C)c(C)c2)NC(=O)NC1c1ccc(O)cc1 (stereo unspecified)	-2	6	1	-0.9	9	?	6	2	-25	17	-7
Cc1ccc(S(=O)(=O)NC(Cc2ccccc2)C(=O)NN)cc1 (stereo unspecified)	3	4	-1	0.0	13	-20	-2	-1	4	4	1
COC(=O)Cn1cnc2c(oc3ccccc32)c1=O	1	-99	3	1.5	-132	nt	-21	-1	-7	5	6
O=C(Nc1nc(-c2ccc(F)c(F)c2)cs1)C1=COCCO1	-5	-247	-2	1.0	-244	-4	-93	2	-64	-59	-7
CC1(C)Cc2c(sc3c2C2=NCCN2C=N3)CS1	5	17	0	1.2	2	-3	-12	3	10	7	-2
CCN(CC)c1ccc(NC(=O)CSc2nnc3nc(C)cc(C)n23)cc1	13	-21	-8	1.2	-1	-3	-1	-3	-15	1	10
O=C(CN1CCN(S(=O)(=O)c2ccc(Cl)cc2)CC1)NCC1(N2CCOCC2)CCCCC1	17	6	-3	-0.4	10	-4	1	1	-16	-3	3
CCCCc1nnc(NC(=O)C2CC(=O)N(c3ccc4c(c3)OCCO4)C2)s1 (stereo unspecified)	0	15	1	2.8	15	-3	5	-6	-5	-10	4
SMILES	Cardio protect	Peg3 promoter	HTR2A ag	iPSC survival up	HIF-2a block	CaV13 ICDI inh	Shn3 inh set2	NR2E3 ag-1	NR2E3 ag-2	TRPM1 prom inh	PDI turbidity
N#CC1=C(SCC(=O)Nc2ccccc2)NC(=O)CC1c1ccc(O)cc1 (stereo unspecified)	-6	-155	-2	1.2	-114	-7	-7	1	-4	-1	4
CC(=O)Nc1ccc(OCC(=O)NCCc2ccc(Cl)cc2)cc1	3	-8	0	1.8	19	-19	11	2	4	-8	7
Cc1nc(N2CCC(C)CC2)c2c(C)c(C(=O)Nc3ccc(C(F)(F)F)cc3)sc2n1	-15	17	4	-1.6	-16	6	1	0	-10	11	-17
Cc1ccc(-n2cccn2)c(CN2CCCC(C(=O)c3ccc4c(c3)OCO4)C2)c1 (stereo unspecified)	-8	11	-4	-0.6	-1	-7	29	1	-30	-10	-8
CCOC(=O)c1cc2c(=O)c3cc(C)ccc3oc2nc1C	-9	-327	-9	0.0	-221	nt	-81	-4	-96	-30	0
COc1ccc(C(=O)c2coc3ccc(O)c(CN4CCCC4)c23)cc1	-5	6	-8	0.6	8	-10	-4	1	-37	nt	nt
Nc1nc(NCc2cccs2)nn1-c1ccccc1	-4	-102	0	-0.9	-88	-4	-65	-3	-23	2	-1
CCOC(=O)c1c(C)[nH]c(C(=O)CSc2nc3ccccc3o2)c1C	9	-24	1	-0.2	-28	-5	1	2	-6	5	5
COc1ccc(NC(=O)CNC(=O)Cn2c(C)cc3ccccc3c2=O)c(OC)c1	-2	1	5	1.4	6	-2	1	0	-7	10	-4
O=C(NCc1cccnc1)c1ccc(COc2ccc3c(c2)CCC3)o1	-9	7	-4	-1.7	-42	-8	25	-2	-115	6	-5
CCCCCn1c(Sc2ccccc2)nc2c1c(=O)[nH]c(=O)n2C	-4	24	-6	0.4	4	-7	15	7	-10	-2	-1
Cc1ccc(-n2c(=S)[nH]c3c(oc4ccccc43)c2=O)cc1	4	-45	2	0.0	-97	-2	-3	20*	-41	-4	-4
Cc1ccc(CNCC(O)(c2ccc(F)cc2)c2ccc(F)cc2)cc1	-22	-6	2	-3.4	-5	-4	51	-2	8	-2	-2
C/C(=N\NC(=O)C(N)=O)c1ccc(Br)cc1	-13	-20	3	4.7	-7	-3	2	-1	-19	-3	3
Cc1ccc(NC(=O)C2CC(=O)Nc3ncnn32)c(C)c1 (stereo unspecified)	8	-1	-1	-0.2	19	4	-1	1	-3	-3	0
O=C(O)c1cccc(OS(=O)(=O)c2cc(Br)ccc2Br)c1	6	-39	-1	-0.4	-38	-5	-8	3	-28	2	1
COc1ccc(C(CC(=O)Nc2ccccc2OC)n2cccc2)cc1 (stereo unspecified)	44	18	-3	2.4	-27	-3	15	0	15	-5	-4
COc1ccc2c(Cl)c(C(=O)N/N=C/c3c(C)[nH]c4ccccc34)sc2c1	1	-6	4	2.7	-33	-5	5	-1	-59	2	9
O=C(NCCc1cccs1)c1ccc(CS(=O)Cc2ccc(Cl)cc2)o1 (stereo unspecified)	7	-4	1	0.3	2	-2	12	-3	2	5	-4
CC1(C)C2CCC1(CS(=O)(=O)Nc1cccc(S(N)(=O)=O)c1)C(=O)C2 (stereo unspecified)	-1	-10	-1	0.0	3	-5	-2	0	-11	nt	-7
COc1ccc(-c2n[nH]c(=S)n2/N=C/C=C/c2ccccc2OC)cc1	-11	-1	7	4.4	-13	-16	-2	-1	-13	-4	-8
O=C(CNC(=O)c1ccco1)N/N=C/c1ccc(O)cc1O	35	5	-1	0.1	19	-3	-3	-2	4	19	-5
CC1CCCN(CCOCCSc2ccccc2)C1 (stereo unspecified)	-4	-5	2	-0.3	3	-14	-1	-1	-16	-8	6
Cc1ccc(S(=O)(=O)Nc2cc(-c3ccccc3)nn2C)cc1Cl	-4	10	2	-0.4	18	-2	-23	-4	8	8	-2
COc1ccc(-c2nc(CSCC(=O)NC3CCCc4ccccc43)c(C)o2)cc1 (stereo unspecified)	-7	15	-2	-4.1	13	-5	22	5	-3	12	2
SMILES	Cardio protect	Peg3 promoter	HTR2A ag	iPSC survival up	HIF-2a block	CaV13 ICDI inh	Shn3 inh set2	NR2E3 ag-1	NR2E3 ag-2	TRPM1 prom inh	PDI turbidity
Cc1ccc(C(=O)NCCN2C3=NC[C@H](C(C)C)N3C[C@H]2Cc2ccc(O)cc2)cc1Br	11	-16	-14	-3.2	9	-5	-10	0	2	-4	-3
NS(=O)(=O)c1ccc(N=NN2CCCCC2)cc1	-8	-161	2	-0.7	-177	-5	-50	-2	-81	-45	-6
O=[N+]([O-])c1ccc(Cl)c(S(=O)(=O)Nc2cccc(-c3ccc(N4CCCC4)nn3)c2)c1	-9	-153	-2	-0.4	-136	-6	-32	2	7	-38	25
CCN1CCN(S(=O)(=O)c2cc(OC)c(Cl)cc2OC)CC1	2	-3	-2	0.6	0	-8	-8	4	-23	8	-1
CC/C(=C\C(=O)c1ccncc1)Nc1ccc(Br)cc1	5	18	-2	1.0	22	nt	10	0	-1	-5	-2
Cc1[nH]c2ccccc2c1SCCNC(=O)c1ccc(S(=O)(=O)N2CCCC2)cc1	-1	7	-1	4.8	9	-8	12	1	-6	nt	nt
CCCC(=O)Nc1ccc(C(=O)Nc2ccc([N+](=O)[O-])cc2OC)cc1	12	6	-4	-1.0	-45	-4	6	3	-2	-9	-5
Cc1ccc(C)c(N2CCN(C(=O)Nc3ccc4c(c3)N(C)C(=O)CS4)CC2)c1	-6	11	-3	1.7	6	3	69	-4	17	24	1
O=C1OC(c2ccccc2)=N/C1=C\C=C\c1ccccc1[N+](=O)[O-]	8	8	0	2.0	11	7	-2	-2	4	-6	4
Cc1ccc(C)c(N2CCN(C(=O)Cn3c(=O)[nH]c4ccsc4c3=O)CC2)c1	-1	9	1	0.2	12	-4	25	2	-9	9	5
N#C/C(=C\c1ccccc1)C(=O)OCC(=O)N1CCCC1	4	-1	-1	2.9	14	4	-5	6	-12	6	2
COc1ccccc1CNC(=O)COC(=O)Cc1ccsc1	11	9	0	1.0	23	-5	-3	nt	-15	-14	-2

Assay outcomes (PubChem)

Random draw from the library, and some 3.9% of all compounds hit somewhere here.
